Assay outcomes: PubChem, several laboratories
Rad51 HR inh – blocks human Rad51 in homologous recombination; hRad51 DNA strand exchange, fluorescence dequenching; inhibition, % at 10 µM; actives 0.085% (n = 200,000);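 active = inhibition above 40% at the single screening dose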;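 also: 0% = DMSO control wells and 100% = blanks with heterologous ssDNA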
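material = hRad51 filaments on single-stranded DNA | timing = filaments 15 min 37 °C, then compound 30 min | signal = FRET fluorescence dequenching, excitation 485 nm, emission 520 nm | benchmarks = control wells and blank wells on each plate | evaluation = percent inhibition relative to plate controls and blanks | compound = 10 µM final, single point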
Cl transport mod – modulators of human KCC2 chloride dependent transport; B-score of Tl+ flux slope (higher = more flux/activation; lower = inhibition) at 10 µM; AID 1456; actives 2.2% (n = 190,000); KCC2 cells, thallium flux FluoZin-2 fluorescence; Q9H2X9;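 active = thallium flux slope and its plate-corrected score both differing from the plate sample mean at a set confidence after two filtering rounds, in either direction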;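 also: slope of fluorescence scaled to starting intensity during 10 to 20 s after thallium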
Target sequence (Q9H2X9 whole entry, looked up): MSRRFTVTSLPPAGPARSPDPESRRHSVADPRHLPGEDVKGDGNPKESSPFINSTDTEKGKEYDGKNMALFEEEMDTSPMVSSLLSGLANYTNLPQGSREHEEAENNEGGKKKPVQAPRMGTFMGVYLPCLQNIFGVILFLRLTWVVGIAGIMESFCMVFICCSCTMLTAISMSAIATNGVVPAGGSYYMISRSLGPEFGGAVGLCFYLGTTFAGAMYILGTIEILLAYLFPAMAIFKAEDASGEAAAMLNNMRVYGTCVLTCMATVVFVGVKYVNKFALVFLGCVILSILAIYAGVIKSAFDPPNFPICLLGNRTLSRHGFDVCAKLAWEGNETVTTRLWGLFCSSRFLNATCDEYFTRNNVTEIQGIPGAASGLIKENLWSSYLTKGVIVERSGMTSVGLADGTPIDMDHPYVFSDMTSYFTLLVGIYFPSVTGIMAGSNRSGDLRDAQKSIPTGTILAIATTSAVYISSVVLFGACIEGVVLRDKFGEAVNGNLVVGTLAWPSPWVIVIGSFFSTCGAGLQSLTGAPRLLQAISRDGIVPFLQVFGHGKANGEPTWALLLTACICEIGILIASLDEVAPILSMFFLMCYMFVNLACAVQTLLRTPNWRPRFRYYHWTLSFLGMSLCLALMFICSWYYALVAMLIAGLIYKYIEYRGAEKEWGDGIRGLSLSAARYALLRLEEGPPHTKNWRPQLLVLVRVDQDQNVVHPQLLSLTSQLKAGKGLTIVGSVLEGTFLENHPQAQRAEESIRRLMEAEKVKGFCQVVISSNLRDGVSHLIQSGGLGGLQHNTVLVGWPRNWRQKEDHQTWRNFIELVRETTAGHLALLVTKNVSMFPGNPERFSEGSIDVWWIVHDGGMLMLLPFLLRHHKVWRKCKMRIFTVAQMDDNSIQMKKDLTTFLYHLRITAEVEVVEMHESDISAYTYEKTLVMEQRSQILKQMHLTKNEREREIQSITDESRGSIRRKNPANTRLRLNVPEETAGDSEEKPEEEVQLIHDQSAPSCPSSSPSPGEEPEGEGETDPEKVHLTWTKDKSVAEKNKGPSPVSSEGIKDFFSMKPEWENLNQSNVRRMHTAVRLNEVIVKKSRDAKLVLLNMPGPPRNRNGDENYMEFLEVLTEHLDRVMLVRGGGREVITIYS
TNF death inh – blocks TNF-alpha induced death of Jurkat FADD-/- cells; Jurkat FADD-/- TNF necroptosis rescue, ATP luminescence, 24 h; 0 = TNF only, 100 = no-TNF cells; activation (protection from cell death), % at 10 µM; actives 0.068% (n = 220,000); AID 463075;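 active = activation, meaning protection from cell death, of at least 50% relative to plate controls; inactive = activation below 50%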;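 also: necroptosis triggered by 40 ng/mL TNF-alpha added together with compound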
EBV gp42 inh – inhibitors of Epstein-Barr virus glycoprotein 42. inhibition, % (tested at 21.74 µM). actives 0.42% (n = 220,000). AID 1085. Fluorescence polarization binding assay, mP read-out. Q1HVG2; in the data active = inhibition above about 50%
zVAD death inh – L929 zVAD cell death inhibition; L929 zVAD necroptosis rescue, ATP luminescence, 24 h; with zVAD 60 µM; AID 1377; actives 0.38% (n = 220,000); viability rescue, % at 10 µM;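 active = activation, scaled between plate controls, above about 75%, limit read from the data; inactive = activation under that limit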;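 also: 0% = zVAD with DMSO and 100% = DMSO alone without zVAD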
MDM2 E3 inh – inhibitors of human Mdm2 E3 ubiquitin ligase. actives 0.11% (n = 210,000). signal enhancement, % at 5 µM. cell-based MDM2 ubiquitination luciferase reporter, 2 h; 0 = plate control, 100 = twice control, blank-subtracted. Q00987. AID 1230;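 active = signal enhancement of 30% or more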;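 also: luminescence tracks abundance of the self-degrading MDM2-luciferase fusion protein; higher signal means inhibition of MDM2 E3 ligase activity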
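system = mammalian cells stably expressing self-ubiquitinating, self-degrading MDM2 E3–luciferase fusion | quantity = 2000 cells per well seeded | incubation = 4 h cell settling then 2 h compound exposure, 37 °C | signal = SteadyLite luminescence, 15 min reagent step | benchmarks = plate control and blank wells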
eIF4E-4G inh – eIF4E/eIF4G interaction inhibition in translation initiation | P63073+Q04637 | TR-FRET eIF4E-eIF4GI(517-606) binding, 2 h | inhibition, % at 21.7 µM | actives 0.37% (n = 220,000);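 active = inhibition above about 30%, limit read from the data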;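 also: 0% = full FRET control wells and 100% = background wells lacking eIF4GI fragment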
PERK inh – blocks human PERK kinase; Q9NZJ5; CHO PERK-DD fusion, SEAP luminescence translation reporter; inhibition, % at 5.6 µM; actives 0.17% (n = 220,000); AID 1416;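 active = inhibition above the mean inhibition of all tested compounds plus 3 SD, set separately per screening campaign, cut at about 2.9% in these data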;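 also: PERK kinase domain activated by AP20187 dimerizer at 100 nM; 0% = DMSO with dimerizer and 100% = rapamycin at 8.4 µM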
Calpain2 inh – blocks pig calpain II enzyme activity. actives 0.37% (n = 220,000). purified calpain II, fluorogenic peptide substrate, 30 min. AID 1236. inhibition, % at 16 µM;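 active = inhibition above about 50%, limit read from the data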
Numbers without * were called inactive; i = inactive; nt = not tested or not shown; & = joins results of further samples; [ ] = dose if it differs, or a comment.

SMILES | Rad51 HR inh | Cl transport mod | TNF death inh | EBV gp42 inh | zVAD death inh | MDM2 E3 inh | eIF4E-4G inh | PERK inh | Calpain2 inh
C=CCNC(=O)c1onc(CSc2cc(C)cc(C)c2)c1C(=O)O | -2 | -0.49 | -0.5 | -16 | -0.1 | -12 | -2[fluorescence artefact?] | 1.6 | -22
CCOc1ccc(N(C(=O)c2ccccc2Cl)C2=NC(C)(C)CS2)cc1 | 2 | 0.013 | 0.6 | -10 | -0.2 | -19 | 5 | -0.8 | 14
CC(C)c1ccc(-c2nnc(N)s2)cc1 | 6 | -0.56 | -1.2 | 8 | 0.8 | -3 | 6 | 0.5 | -5
CCn1c(C(C)NC(=O)c2cccc(C)c2)nc2ccccc21 (centres undefined) | 4 | -0.54 | 1.0 | -14 | 0.9 | -14 | -3 | -0.1 | 8
Cc1[nH]n(-c2ccccc2)c(=O)c1/C=N/N1C(=O)c2cccc3cccc(c23)C1=O | 3 | 24* | 0.0 | -9 | 1.1 | -8 | 4 | 0.1 | -233
CCOc1ccccc1N1CCN(C(=O)C(F)(F)F)CC1 | 18 | nt | 0.4 | -11 | 0.0 | -18 | -3[fluorescence artefact?] | 0.4 | -4
COC(CNC(=O)c1ccc2c(c1)ncn2-c1ccc(F)c(F)c1)OC | 9 | -0.7 | 1.0 | -7 | 77* | 4 | 3 | -0.2 | -22
COc1ccc(CNC(=O)C2CCC(CNc3c(N4CCC(C)CC4)c(=O)c3=O)CC2)cc1 (centres undefined) | 10 | 0.39 | -1.5 | -17 | 1.0 | -6 | 1 | -0.8 | -18
Cc1cc(C)nc(N2CCN(C(=O)c3ccc(S(=O)(=O)N4CCCCCC4)cc3)CC2)n1 | 1 | 1.1 | 1.2 | 1 | 1.4 | 4 | -3 | 0.7 | -3
O=C(/C=C/c1ccc(Br)cc1)NC(=S)Nc1ccc(S(=O)(=O)Nc2nccs2)cc1 | -2 | -1.7 | 5.0 | 23 | -1.0 | -2 | 9 | 0.8 | 16
O=C(NCc1ccc(C(F)(F)F)cc1)C1CC(c2ccccc2[N+](=O)[O-])=NO1 (centres undefined) | -6 | -1.9 | -1.4 | -4 | 0.6 | 6 | -3[fluorescence artefact?] | 0.9 | -9
c1csc(-c2nn3c(C4COc5ccccc5O4)nnc3s2)c1 (centres undefined) | 6 | 0.039 | -1.8 | -18 | -0.9 | -15 | 11 | 1.4 | -100
COc1cc2c(cc1C1NC(=S)NC(C)=C1C(=O)N(C)C)CCCC2 (centres undefined) | 5 | 0.93 | 0.1 | -6 | 0.1 | -9 | -5 | -0.3 | 14
O=C(Cn1cnc2c(nnn2Cc2ccccc2)c1=O)c1ccccc1 | nt | -4.7* | 1.4 | 2 | 1.1 | -6 | 1[fluorescence artefact?] | -1.2 | 9
CC(=O)Nc1cc(-c2nn(C)c(=O)c3ccccc23)ccc1N1CCOCC1 | nt | nt | -0.7 | -8 | -0.9 | -4 | -1 | -3.0 | 18
COC(=O)CSc1nc(NCC(C)C)nc(N2CCOCC2)n1 | 4 | 0.63 | -1.5 | -13 | 0.2 | -1 | 15 | 0.9 | 5
Fc1ccc(SCCc2ccncc2)cc1 | -6&5 | -0.48&-2.3 | 2.7&1.4 | -10&-15 | 0.2&0.2 | -6&0 | -1&-1 | 1.5&0.9 | -11&-2
Cc1ccccc1Cn1nc(C)c(NC(=O)/C=C/c2cnn(C)c2)c1C | -31 | nt | 0.7 | -19 | 0.4 | -28 | -2 | 0.4 | 6
O=C(N/N=C/c1coc2ccccc2c1=O)c1ccccc1Br | 26 | nt | 0.6 | -5 | 0.2 | -23 | 5 | 1.0 | 19
O=C(C1CC1)N1CCN(c2ccc([N+](=O)[O-])cc2-n2cccc2)CC1 | nt | -0.0078 | -1.0 | -18 | -0.4 | 4 | -2 | 1.0 | 5

Record cards, as listed above. Values in the order: Rad51 HR inh | Cl transport mod | TNF death inh | EBV gp42 inh | zVAD death inh | MDM2 E3 inh | eIF4E-4G inh | PERK inh | Calpain2 inh
CC(C)c1ccc(-c2nnc(N)s2)cc1 in the list: 6 | -0.56 | -1.2 | 8 | 0.8 | -3 | 6 | 0.5 | -5
Cc1[nH]n(-c2ccccc2)c(=O)c1/C=N/N1C(=O)c2cccc3cccc(c23)C1=O in the list: 3 | 24* | 0.0 | -9 | 1.1 | -8 | 4 | 0.1 | -233
Cc1ccccc1Cn1nc(C)c(NC(=O)/C=C/c2cnn(C)c2)c1C in the list: -31 | nt | 0.7 | -19 | 0.4 | -28 | -2 | 0.4 | 6
O=C(Cn1cnc2c(nnn2Cc2ccccc2)c1=O)c1ccccc1 in the list: nt | -4.7* | 1.4 | 2 | 1.1 | -6 | 1[fluorescence artefact?] | -1.2 | 9
COc1cc2c(cc1C1NC(=S)NC(C)=C1C(=O)N(C)C)CCCC2 (centres undefined) in the list: 5 | 0.93 | 0.1 | -6 | 0.1 | -9 | -5 | -0.3 | 14

(more compounds)
SMILES | Rad51 HR inh | Cl transport mod | TNF death inh | EBV gp42 inh | zVAD death inh | MDM2 E3 inh | eIF4E-4G inh | PERK inh | Calpain2 inh
CCOC(=O)N1CCN(c2cc(NCCC(=O)O)c3c4c(onc24)-c2ccccc2C3=O)CC1 | nt | -2.8 | 1.2 | -4 | 2.1 | -18 | 6[fluorescence artefact?] | -0.7 | -58
CC(C)(C)C1CCc2onc(C(=O)N3CCOCC3)c2C1 (centres undefined) | -12 | -0.26 | 5.3 | -3 | 3.3 | -8 | 1 | 0.2 | 20
O=c1ncn(-c2ccccc2C(F)(F)F)c2ncccc12 | -2 | -0.068 | 0.0 | 6 | nt | -4 | 1 | 0.3 | -6
O=C1CC(N2CCN(C3CC(=O)N(CCc4ccccc4)C3=O)CC2)C(=O)N1CCc1ccccc1 (centres undefined) | 0 | 0.026 | -0.5 | 2 | -0.3 | 0 | 2 | -1.0 | 0
O=C(CCCN1C(=O)CSc2ncccc21)N1CCN(c2cccc(C(F)(F)F)c2)CC1 | -6 | -0.51 | -3.1 | -18 | -0.5 | 6 | 1 | -0.4 | -4
CSc1ccccc1-c1nnc(-c2ccc(Cl)cc2)o1 | 6 | nt | -3.4 | -3 | 1.6 | -8 | -1 | -0.3 | 16
CC(=O)CC1(OC(C)=O)C(=O)N(C)c2ccccc21 (centres undefined) | -4 | -0.0026 | -4.0 | -3 | 47 | -7 | 0 | -0.1 | 15
CCS(=O)(=O)c1ccc2oc(SCC(=O)Nc3ccc(OC)cc3OC)nc2c1 | -8 | -1.7 | -1.2 | -14 | 2.6 | 4 | 0 | 1.0 | -11
CC1(C)Cc2c(c(-c3ccco3)nc3sc4c(NCCO)ncnc4c23)CO1 | 6 | -1.4 | -10 | -7 | 19 | 3 | 3 | 0.8 | -453
O=C(c1ccccc1)N(CCO)Cc1cc2cc3c(cc2[nH]c1=O)OCCO3 | 1 | -0.66 | -0.9 | -7 | 9.3 | -4 | 1 | -0.2 | -139
CCC1(C)C2(C#N)C(N)=NC(OC)(OC)C12C#N (centres undefined) | 2 | 0.61 | 0.1 | -40 | 0.1 | -10 | 1[fluorescence artefact?] | 0.7 | -18
Cc1nsc(N)c1C(=O)O | 8 | 0.28 | 1.0 | -18 | 0.4 | -7 | -4 | 3.4* | -5
COc1cccc(N2CCN(C(=O)c3cccn4c(=O)c5c(C)c(C)sc5nc34)CC2)c1 | 19 | 0.068 | 1.1 | -4 | 21 | -7 | -2 | 1.7 | -260
O=C(c1cccc(S(=O)(=O)N2CCc3ccccc3C2)c1)N1CCN(c2ccc(O)cc2)CC1 | 12 | -1.4 | -8.9 | -6 | -0.5 | -9 | -4 | -1.0 | -24
Cc1cc(N2CCOCC2)nc2ccccc12 | -4 | -0.0051 | -2.6 | -7 | -0.9 | nt | 3 | 0.9 | -83
CCOC(=O)C1(C/C(C)=N/NC(N)=O)CC(C)OC1=O (centres undefined) | 15 | -0.25 | 0.4 | -12 | 0.8 | -5 | -30 | 0.8 | 17
Cc1ccc(C(=O)N/N=C2/NC(=O)CC(C(=O)Nc3ccccc3)S2)cc1 (centres undefined) | 1 | 0.18 | -0.2 | 0 | -0.4 | -14 | -2 | 0.8 | 3
CC(C)(C)Nc1nc(N2CCCC2)nc(N2CCCC2)n1 | 0 | 0.044 | 0.4 | -3 | 1.1 | -18 | 4 | -0.7 | -5
CNC(=S)N/N=C1\CC(c2ccccc2)Oc2ccccc21 (centres undefined) | 30 | 1.4 | -3.5 | -7 | -0.8 | -3 | 0 | 1.0 | 3
Cc1cc(C)cc(NC(=O)C2CCCN(S(=O)(=O)c3cnc[nH]3)C2)c1 (centres undefined) | -9 | 0.42 | 3.5 | -13 | 1.3 | -22 | -2 | 1.0 | -6

An excerpt from above, limited to TNF death inh, Cl transport mod and EBV gp42 inh.
SMILES | TNF death inh | Cl transport mod | EBV gp42 inh
CC(C)(C)Nc1nc(N2CCCC2)nc(N2CCCC2)n1 | 0.4 | 0.044 | -3
CCOC(=O)N1CCN(c2cc(NCCC(=O)O)c3c4c(onc24)-c2ccccc2C3=O)CC1 | 1.2 | -2.8 | -4
CCC1(C)C2(C#N)C(N)=NC(OC)(OC)C12C#N (centres undefined) | 0.1 | 0.61 | -40
O=c1ncn(-c2ccccc2C(F)(F)F)c2ncccc12 | 0.0 | -0.068 | 6

(next part)
SMILES | Rad51 HR inh | Cl transport mod | TNF death inh | EBV gp42 inh | zVAD death inh | MDM2 E3 inh | eIF4E-4G inh | PERK inh | Calpain2 inh
Cc1nn(C)c(Sc2ccccn2)c1[N+](=O)[O-] | 10 | 0.11 | 5.6 | -8 | 0.9 | -10 | -5 | -0.1 | 3
COCCN(C(=O)CNC(=O)c1cccs1)C(C(=O)NC(C)(C)C)c1ccccc1 (centres undefined) | 5 | -1.2 | 0.0 | -3 | -0.1 | -4 | -1 | -0.5 | 13
CCn1c(CCCOc2ccc(Cl)cc2Cl)nnc1SCC(=O)Nc1cccc(F)c1 | nt | nt | 1.3 | -21 | 0.1 | -15 | -2 | 1.6 | -4
CCC1(CC)Nc2ccccc2C(=O)N1c1ccc(NC(C)=O)cc1 | 0 | nt | -0.5 | -19 | 0.2 | -11 | -19[fluorescence artefact?] | 1.1 | i
COc1cccc(/C=N/NC(=O)C[n+]2ccccc2)c1OC | 8 | -0.085 | 1.9 | -12 | 0.4 | 0 | 20 | 1.6 | -1
CN(c1ccccc1)S(=O)(=O)c1cccc(C(=O)OCC(=O)NCCCN2CCCC2=O)c1 | -6 | 1.2 | 0.0 | -1 | 0.1 | -4 | 0 | 1.3 | -9
O=C(Cc1ccccn1)Nc1ccccc1 | -4 | 0.082 | -0.7 | -11 | 0.0 | 5 | 8[fluorescence artefact?] | 1.3 | 20
Oc1cc2ccccc2nc1-c1ccccc1Cl | 6 | -0.69 | 5.1 | 25 | 0.7 | -9 | 0 | 0.4 | -330
COc1ccc2cc3cc(C(=O)NCCCN4CCc5ccccc5C4)sc3nc2c1 | -58 | 0.00078 | -2.9 | -15 | 0.9 | -2 | -4 | -0.7 | -379
COc1ccc(OCCCC(=O)NCCc2ccc(OC)c(OC)c2)cc1 | 14 | 0.46 | 0.8 | 5 | 0.2 | -84 | -8 | -0.7 | 27
